# Bioassay records deposited in PubChem BioAssay by several laboratories.
# RmlC RmlD mix = inhibitors of RmlC and RmlD coupled enzymes; RmlC/RmlD coupled enzyme inhibition, 384-well mixture HTS; inhibition, % at 5.5 µM; AID 1532; actives 0.39% (n = 110,000); in the data active means inhibition above about 30%, passing the limit was not always enough; inconclusive means no clear call, values can overlap the other calls; further: strong numbers were not always called active
# HIV RNase H inh = inhibitors of HIV-1 reverse transcriptase RNase H | AID 565 | actives 1.9% (n = 65,000) | inhibition, % at 10 µM | RT-RNase H RNA/DNA duplex cleavage, fluorescence; in the data active means inhibition above about 50%
# The depositor's hits bear a star; ? = inconclusive; / = no result given; & = joins results of further samples. The list is partial; rates above refer to the full screens.
# The line under a structure holds: RmlC RmlD mix	HIV RNase H inh
- CN(Cc1cc(=O)[nH]c2ccccc12)C(=O)c1ccccc1
  /	-11.2
- COc1cc(CNc2ccccc2SC)cc(OC)c1OC
  -17.6	/
- COc1ccccc1[C@@H]1C(c2cccc(C)c2)=NN(c2ccccc2)[C@H]1C(=O)N1CCOC1=O
  -146.9	/
- O=C(NNC(=O)c1ccc(O)cc1O)c1ccc(Cl)cc1
  13.4	/
- CCSc1nc2c(c(=O)[nH]c(=O)n2C)n1C/C=C(/C)Cl
  4.7	-1.1
- CCn1cc(C(=O)N[C@H](C)c2ccccc2)c(=O)c2cc(F)c(N3CCN(C)CC3)cc21
  38.4	/
- CSc1nncc(/C(C)=N\Nc2ccccc2C)n1
  9.2	/
- O=C(NCC1COc2ccccc2O1)c1ccc(Cl)cc1 (configuration not stated)
  -10.3	-9.2
- COc1ccc(Oc2c(-c3ccc(O)cc3O)n[nH]c2C)cc1
  -8.4	-18.6
- CN[C@H](CC(=O)O)C(=O)O
  0.3	/
- O=C(CSC1=NCCS1)Nc1ccc(S(=O)(=O)NC2CCCCC2)cc1
  -6.2	/
- CCOC(=O)c1cccc(NS(=O)(=O)c2ccc(NC(C)=O)cc2)c1
  4.4	/
- O=C(NCc1cccnc1)C1CCCN(S(=O)(=O)c2ccccc2)C1 (configuration not stated)
  -0.8	-4.5
- CCOC(=O)c1nc(N)c(=O)n(-c2ccc(C)cc2)n1
  6.8	/
- Cn1c(=O)c2nc(Cl)n(Cc3ccc(Cl)cc3Cl)c2n(C)c1=O
  /	-14.4
- CN(CCC#N)C(=O)COC(=O)c1ccc(Cl)c(S(N)(=O)=O)c1
  -2.4	-0.9
- CCOC(=O)c1cc(-c2cccs2)nc2onc(C)c12
  -3.8	-2.4
- O=C(O)CCCC(=O)Nc1ccc(Cl)c(Cl)c1
  4.2	1.5
- Cc1c(C(Nc2ccccn2)c2ccc(Cl)cc2)c(=O)n(-c2ccccc2)n1C (configuration not stated)
  95.0	-3.0
- O=C1C2C(c3ccccc3)CC=CC2[C@H](c2ccc(C(F)(F)F)cc2)N1Cc1ccccc1 (some centres not stated)
  -32.8	/
- CCOC(=O)c1cnc(-c2ccccc2)[nH]c1=O
  2.4	-8.5
- c1ccc2c(c1)ccc1nnc(-c3ccc4c(c3)OCO4)n12
  /	-44.4
- O=C(COC(=O)c1cc(S(=O)(=O)N2CCc3ccccc3C2)ccc1Cl)NCc1ccco1
  -6.0	/
- O=C(CCS(=O)(=O)c1ccc(Br)s1)NC1CCCCCC1
  -6.8	/
- CC(C)OC(=O)c1c(NC(=O)Cn2cnc([N+](=O)[O-])n2)sc2c1CCCC2
  -6.5	/
- COc1ccccc1OCCCn1c(=O)sc2ccccc21
  -7.7	-78.6
- O=C(NNS(=O)(=O)c1ccccc1)c1sccc1-n1cccc1
  6.5	/
- O=C(O)C(C(=O)/C=C/c1ccco1)=C1SCCS1
  30.0	/
- COC(=O)c1cc(C#N)c(N(C)Cc2ccccc2)nc1C
  -6.7	/
- O=S(=O)(NCC(c1cccnc1)N1CCN(c2ccc(F)cc2)CC1)c1cccs1 (configuration not stated)
  -2.2	2.2
- CCn1c(CSc2nc(C)cc(C)n2)nnc1SCC(=O)Nc1ccccc1
  18.0	-29.9
- Cc1ccc(NC(=O)NCCCc2ccccc2)cc1
  -0.4	/
- CN(C)c1oc(-c2ccc(OCc3ccc(Cl)cc3)cc2)nc1C#N
  -123.3	11.1
- Cc1cc(C)n(-c2nc(SCC(=O)Nc3nccs3)c3c4c(sc3n2)COC(C)(C)C4)n1
  8.5	24.7
- Cc1nc(N)sc1-c1csc(Nc2ccccn2)n1
  -13.1	37.9
- Cc1cc(Nc2ccc(Br)cc2F)n2nc(C)nc2n1
  11.0	-16.6
- Cc1ccc(-n2c(C)cc(C(=O)CSc3nncs3)c2C)cc1
  10.5	-41.7
- Cc1ccc(S(=O)(=O)n2ccc(-c3cccc(OCc4c(F)cccc4Cl)c3)n2)cc1
  9.7	/
- Clc1ccccc1/C=N/c1cc(-c2ccccc2)nn1-c1ccccc1
  11.6	/
- COc1ccc(-c2cc(C(=O)OC3CCOC3=O)c3ccccc3n2)cc1OC (configuration not stated)
  -14.2	-20.8

# In a second layout: 3 of the compounds above
> CC(C)OC(=O)c1c(NC(=O)Cn2cnc([N+](=O)[O-])n2)sc2c1CCCC2
  RmlC RmlD mix: -6.5
  HIV RNase H inh: /
> O=C(COC(=O)c1cc(S(=O)(=O)N2CCc3ccccc3C2)ccc1Cl)NCc1ccco1
  RmlC RmlD mix: -6.0
  HIV RNase H inh: /
> Cc1cc(C)n(-c2nc(SCC(=O)Nc3nccs3)c3c4c(sc3n2)COC(C)(C)C4)n1
  RmlC RmlD mix: 8.5
  HIV RNase H inh: 24.7

# The list continues.
# The line under a structure holds: RmlC RmlD mix	HIV RNase H inh
- COc1cc(C2c3c(n[nH]c3C)C(=O)N2c2ccc(C)cc2)ccc1O (configuration not stated)
  -13.3	-0.2
- Cn1cc(NC(=O)c2cc(NC(=O)c3cc(NC=O)cn3C)cn2C)cc1C(=O)NCCC(=N)N
  7.9	-1.2
- O=C(O)c1cc2nc(-c3ccc(F)cc3)cc(C(F)(F)F)n2n1
  5.6	0.1
- CC(=O)Nc1ccc(N2CCN(C(C)=O)CC2)cc1
  15.5	5.8
- Cc1cnc(NC(=O)C2CCCC2)s1
  6.7	/
- Cc1ccc(F)c(C2C3C=CCC(c4cccc(-c5ccc(N(C)C)cc5)c4)C3C(=O)N2Cc2ccccc2)c1 (configuration not stated)
  -2.4	/
- COC(=O)CCCC1=CC2=C(c3ccccc3)C(=O)C(C)(OC(=O)C3CCCC3)C(=O)C2=CN1Cc1ccc(OC)cc1 (configuration not stated)
  -3.2	/
- COc1ccc(Cc2nc(-c3ccccn3)no2)cc1
  -5.3	/
- CCOC(=O)c1ccc(NC(=O)c2nn(C)cc2Br)cc1
  -6.1	-11.1
- CC(=O)Oc1ccc(NC(=O)CCC2CCCCC2)c(C(=O)O)c1
  0.9	/
- CCOC(=O)c1cc(CC)sc1NC(=O)CCC(=O)O
  13.5	4.0
- O=S(=O)(Nc1ccc2c(c1)OCO2)c1ccccc1
  -2.4	/
- COc1ccc(NC(=O)c2ccc(-n3nc(C)c[n+]3[O-])cc2)cc1
  11.6	5.9
- COc1ccccc1C(=O)n1nc(-c2ccccc2)nc1N
  ?	-14.9
- O=C(C1CN(S(=O)(=O)c2ccccc2)CCN1S(=O)(=O)c1ccccc1)N1CCCCCC1 (configuration not stated)
  5.1	-3.7
- Cc1ccc(Nc2nc(N)nc(CSC(=S)N3CCOCC3)n2)cc1
  9.2	/
- COC(=O)C1(C(=O)OC)NOC2C(=O)N(c3ccccc3)C(=O)C21 (configuration not stated)
  1.3	/
- COc1ccccc1CC(NC(C)=O)C(=O)N1CCN(C(=O)Nc2ccccc2Cl)CC1 (configuration not stated)
  9.7	-3.4
- CC#CCCCC(=O)Nc1cccc(C(=O)O)c1
  ?	7.1
- CCC1Oc2nc(SC)nnc2-c2ccccc2N1C(=O)c1ccccc1 (configuration not stated)
  -6.7	9.1

# Individual results from above:
# COC(=O)CCCC1=CC2=C(c3ccccc3)C(=O)C(C)(OC(=O)C3CCCC3)C(=O)C2=CN1Cc1ccc(OC)cc1 (configuration not stated) in RmlC RmlD mix = -3.2
# O=C(C1CN(S(=O)(=O)c2ccccc2)CCN1S(=O)(=O)c1ccccc1)N1CCCCCC1 (configuration not stated) in HIV RNase H inh = -3.7

# Next results follow:
# The line under a structure holds: RmlC RmlD mix	HIV RNase H inh
- COc1ccc(Cn2cnc3c(NS(C)(=O)=O)c(C)c(C)cc32)cc1
  10.0	/
- CCn1c(=O)cc(OCC(=O)Nc2ccc(Cl)cn2)c2ccccc21
  /	20.4
- O=C(c1ccco1)N1CCN(C(=O)C2CCCc3c2[nH]c2ccc(Cl)cc32)CC1 (configuration not stated)
  10.8	17.7
- CCN(CC)C(=O)CSc1nnc(-c2ccc(S(=O)(=O)N3CCCC3)cc2)o1
  4.2	/
- Cc1nnc(NC(=O)CSc2nnc(-c3ccc(S(=O)(=O)N4CCCC4)cc3)n2C)s1
  -8.5	-2.2
- c1ccc2c(c1)oc1c(Nc3ccc4c(c3)OCCO4)ncnc12
  -11.4	/
- COC(=O)C1(C#N)C(c2ccccc2)C1(C(=O)OC)C(=O)OC (configuration not stated)
  /	-1.3
- Cc1cc(NCC(C)C)n2ncnc2n1
  -5.6	/
- CCOCCNC(=O)c1ccc2c3c(cccc13)CC2
  10.7	/
- O=S(=O)(Nc1cccnc1Cl)c1ccc2c(c1)OCCO2
  -1.4	/
- COc1ccc(C)cc1S(=O)(=O)N1CCCCC1
  -14.5	-20.8
- CCc1ccc(NC(=O)CSc2nnc(CC)c(CC)n2)cc1
  3.2	/
- CSc1cccc(NC(=O)C2CCCN2S(=O)(=O)c2ccc3c(c2)CCC(=O)N3)c1 (configuration not stated)
  -9.6	1.9
- Fc1ccc(NC(=S)Nc2ccc(F)c(Cl)c2)cc1Cl
  0.3	/
- CCOC(=O)c1cc(-c2ccccc2)sc1NC(=O)C(C)(C)C
  -20.8	/
- Nc1c(C(=O)c2ccc(F)cc2)oc2ccccc12
  -17.9	-9.7
- C=CCSC1=C(C#N)C(c2ccccc2OCC)C(C#N)C(=O)N1 (configuration not stated)
  19.0	1.1
- CCCc1nc(N)sc1C(=O)OCC
  -12.0	/
- O=S(=O)(NCCCN1CCN(c2ccccc2F)CC1)c1cccc2cccnc12
  -9.1	-9.4
- Cc1ccc(C)c(N(CC(=O)NC2CCCC2)C(=O)c2cc3cc4cc(C)ccc4nc3s2)c1
  5.5	/
- S=c1[nH]nc(C23CC4CC(CC(C4)C2)C3)n1Cc1ccco1
  2.4	-13.1
- Cc1ccc(C2=NCC(=O)N(CC(=O)N3CCCCC3)c3sc(C)c(C)c32)cc1
  5.6	/
- CCC(C(=O)NC(C)CCc1ccco1)n1nc(C)n2c(cc3occc32)c1=O (configuration not stated)
  -9.5	-5.3
- O=C(Nc1ccc(-c2csc(Nc3ccccc3)n2)cc1)c1cc([N+](=O)[O-])cc(C(F)(F)F)c1
  1.2	/
- COc1cccc(N2C(=O)CC(N3CCN(S(=O)(=O)c4ccccc4)CC3)C2=O)c1 (configuration not stated)
  2.1	-15.9
- COc1c(Cl)cc(Cl)cc1CNCCNCCO
  8.7	/
- Cc1cccc(C(=O)NC(=S)Nc2ccc(S(=O)(=O)N3CCN(C)CC3)cc2)c1
  5.3	/
- COC(=O)c1c(NC(=O)CCCC(=O)O)sc2c1CCC2
  -6.9	/
- CCCS(=O)(=O)N1CCCC(C(=O)NCCN2CCOCC2)C1 (configuration not stated)
  6.7	-26.1
- O=C(CSc1nnc2scc(-c3ccccc3)n12)c1ccc2c(c1)OCCO2
  8.1	-4.8
- Cc1cc(NC(=O)CSc2nnc(COc3cccc(C)c3C)n2Cc2ccco2)no1
  14.5	5.3
- COc1ccc(CC(=O)NC(CC(=O)O)c2ccc(OC)cc2)cc1 (configuration not stated)
  0.4	9.6
- Cc1ccc(OCC(=O)Nc2ccc3c(c2)nc2n3CCOC2)cc1
  -13.0	-5.2
- CCCCNC(=O)COC(=O)c1ccc(Cl)c(S(N)(=O)=O)c1
  -4.2	/
- Cc1[nH]c(=O)[nH]c(=O)c1S(=O)(=O)NCCOC12CC3CC(CC(C3)C1)C2
  0.5	-37.3
- O=C(c1ccc(OCCN2CCCCC2)cc1)c1c(-c2ccc(O)cc2)sc2cc(O)ccc12
  37.5	/
- Cc1cc(C)cc(OCC(=O)Nc2ccc3c4c(cccc24)CC3)c1
  -13.6	/
- Cc1cccc(Cl)c1OCCCCn1ccnc1
  6.7	-44.5
- COc1ccc(CC(C)N2CCN(c3cccc(C(F)(F)F)c3)CC2)cc1OC (configuration not stated)
  -1.3	/
- O=c1c(-c2ccccc2)coc2cc(O)ccc12
  44.3	/
- Cc1nnc(SCC(=O)N2CCC(Cc3ccccc3)CC2)n(N)c1=O
  5.8	-17.7
- CCN(CC)C(=O)CSc1nc2sc(C)c(C)c2c(=O)[nH]1
  6.6	-12.8
- Cc1ccc(C(=O)O/N=C2\CC3CCC2(C)C3(C)C)cc1 (configuration not stated)
  -12.4	/
- COc1cccc(N2CCN(C3CC(=O)N(c4cccc(Cl)c4)C3=O)CC2)c1 (configuration not stated)
  8.4	-8.4
- COC(=O)c1ccc(CSc2nc(-c3ccco3)cc(C(F)(F)F)n2)o1
  3.7	-38.0
- C=CCNC(=O)C1CCN(S(C)(=O)=O)CC1
  3.9	-8.7
- Cc1cccc(NC(=O)c2ccc(S(=O)(=O)N(C)C)cc2)n1
  -0.8	0.0
- O=S(=O)(NCc1csc(-c2cccnc2)n1)c1ccc(Cl)s1
  -104.3	/
- Cc1cc(=O)cc(C)n1-c1ccccc1N1CCOCC1
  3.9	-24.1
- CC1(C)CC(=O)C(/C=N/c2ncccc2C(=O)O)=C(O)C1
  13.3	-2.2
- Cc1cc(C)c2c(CN3CCN(Cc4ccc5c(c4)OCO5)CC3)cc(=O)oc2c1
  -12.7	-13.8
- O=C(Nc1ccccc1C(=O)NCC1CCCO1)c1ccccc1 (configuration not stated)
  8.0	/
- CN1/C(=C\C=C\C2=[N+](C)c3ccc4ccccc4c3C2(C)C)C(C)(C)c2ccccc21
  -10.2	/
- CCOc1ccc(/C=c2\sc3nc(-c4ccco4)nn3c2=O)cc1OCC
  -8.8	-0.1
- O=C(NCC(=O)N1CCCC1C(=O)O)OC1CCCCC1 (configuration not stated)
  2.7	-2.9
- COc1ccc(C(=O)N2CCCC(c3nc(-c4cc(OC)c(OC)c(OC)c4)no3)C2)cc1 (configuration not stated)
  -8.5	-4.0
- Cc1ccc(C(C#N)N2CCOCC2)cc1 (configuration not stated)
  5.6	-0.8
- O=C(O)CCSc1ccc2ccccc2n1
  -13.1&-3.6	21.6
- CCOC(=O)C1CCCN(C(=O)c2cc3nc(-c4cccc(OC)c4)cc(C(F)(F)F)n3n2)C1 (configuration not stated)
  5.0	1.7
- CN(C)c1ccc(C2N(c3ccc(Cl)cc3)C(=O)C3CCCN32)cc1 (configuration not stated)
  4.6	-2.4
- CCOC(=O)C1CCCN(C(=O)C2CCN(S(=O)(=O)CC)CC2)C1 (configuration not stated)
  -5.8	-2.2
